# TDP1 cell CPT = DT40-hTDP1 cell growth loss with CPT | chicken DT40 Tdp1-/-;hTDP1 cells + 20 nM CPT, ATP luminescence, 48 h | Potency, µM (titrated, usually from 46.2 µM), inactives show top-dose activity change, negative = growth inhibition, most hits filed as inhibitors | 420,000 compounds, 12% hits; further: nearly all actives have a fitted effect of over 55% in size
#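 Cell growth measured by CellTiter-Glo luminescence after a minimum 48 h, 37 C compound exposure with 20 nM CPT in Tdp1-knockout DT40 cells stably expressing hTDP1, seeded 400/well; qHTS titration format.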
# FEN1 inh = blocks human flap endonuclease 1; 390,000 compounds, 0.35% hits; Potency, µM (doses to about 114 µM), inactives show top-dose activity change, negative = inhibition, hits mostly inhibitors; P39748; Recombinant FEN1 flap cleavage, fluorescence, 15 min; further: nearly all actives have a fitted effect of over 65% in size
# Target sequence (P39748 whole entry, looked up): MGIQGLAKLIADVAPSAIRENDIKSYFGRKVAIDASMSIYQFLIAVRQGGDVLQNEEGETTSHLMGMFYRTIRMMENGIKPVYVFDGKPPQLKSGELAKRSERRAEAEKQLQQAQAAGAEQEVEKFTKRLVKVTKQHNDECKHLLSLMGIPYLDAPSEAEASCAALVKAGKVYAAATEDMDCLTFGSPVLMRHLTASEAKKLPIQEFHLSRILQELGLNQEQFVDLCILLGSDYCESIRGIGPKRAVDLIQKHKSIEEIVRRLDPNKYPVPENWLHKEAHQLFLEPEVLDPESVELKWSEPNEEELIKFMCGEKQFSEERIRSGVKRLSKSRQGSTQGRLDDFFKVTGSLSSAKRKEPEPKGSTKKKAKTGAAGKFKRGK
#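 Concentration–response screening of FEN1 (10 nM): 15 min compound preincubation at room temperature, reaction started with 50 nM substrate and read at 0 and 15 min. Corrected, normalized data were fitted by a four-parameter Hill equation.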
# N370S GC = inhibitors or activators of N370S glucocerebrosidase for Gaucher disease. P04062. N370S GC spleen homogenate, 4MU-glucoside fluorescence. Potency, µM (highest dose often 59.4 µM), inactives show top-dose activity change, negative = inhibition, usual class: inhibitors. 330,000 compounds, 0.092% hits. AID 2101;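 further: 0% = full enzyme activity and -100% = no enzyme basal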
# * hit, by the source's call; ? = inconclusive; . = no result given; & = joins results of further samples; [ ] = remark or other dose. The call rests on the fitted dose curve; in most records, active means well fitted curve in the direction sought with a large enough effect; inconclusive means small, poorly fitted or top-dose-only effect, or another doubt; inactive means no such curve, though single readings can be large; an effect the other way counts as inactive or inconclusive. Unless noted, on the % scale 0 is the no-effect control and ±100 the full control effect; potency means the concentration at half of the fitted maximal effect. An excerpt; rates above refer to the full screens.
# Values run as follows: TDP1 cell CPT	FEN1 inh	N370S GC
> O=C(N1CCN(c2ccccc2)CC1)C1(c2cccs2)CCOCC1
    6%	2%	1%
> CCOC(=O)c1c(C)[nH]c(C)c1S(=O)(=O)N1CCN(c2ccc(Cl)cc2)CC1
    ?	2%	.
> C=CC(C1=CC(=O)C=CC1=O)c1ccc(O)cc1 (stereo unspecified)
    1.6µM*	.	11%
> COc1ccc(/C=C/C(=O)N2CCC(c3nc4ccccc4o3)CC2)cc1OC
    ?	-6%	.
> CN(C)CCCN(C(=O)c1ccc(Br)s1)c1nc2cc3c(cc2s1)OCO3
    9.2µM*	-29%	2%
> O=C(O)CCCCCNS(=O)(=O)c1ccc2c3c(cccc13)C(=O)N2
    -1%	-1%	-4%
> Cc1nc2sccn2c(=O)c1S(=O)(=O)NCc1ccccc1Cl
    -1%	-1%	3%
> Fc1ccc(Nc2nc(SCc3ccccc3F)nc3ccccc23)cc1
    16µM*	9%	.
> COc1ccc2[nH]c3c(c2c1)CCN1C(=O)C(CC(=O)NCCCn2ccnc2)C[C@H](C(=O)N(C(C)C)C(C)C)[C@@]31C (stereo partly specified)
    -11%	20%	.
> O=C(O)C1Cc2ccccc2-c2ccccc2C1
    ?	-1%	-18%
> c1coc(-c2ccnc3nc(-n4cccc4)nn23)c1
    -24%	1%	20%
> COc1cccc(OC)c1OCCCCN1CCC(Cc2ccccc2)CC1
    ?	-9%	-2%
> CC1CCCCC12NC(=O)N(CC(=O)NCc1ccccc1Cl)C2=O (stereo unspecified)
    2%	2%	.
> Cc1cc(NC(=O)Nc2csc3c2CCCC3)ccc1Br
    8.2µM*	1%	.
> Cn1nc(N)c2c(-c3ccccc3)c(C#N)c(N)nc21
    -18%	-1%	-1%
> CCOC(=O)CN1C(=O)N[C@@H](c2cccs2)C(C(=O)OC)=C1C
    ?	-3%	5%[12.8 µM]
> O=C(CNC(=O)[C@@H]1Cc2ccccc2CN1)Nc1ccc2c(c1)OCCO2
    -4%	2%	-7%
> COC(=O)c1c(NC(=O)COc2c(C)ccc(C)c2C)sc2c1CCC(C)C2 (stereo unspecified)
    -8%	-1%	.
> Cc1cccc(OCC(=O)N(Cc2ccc(C(C)C)cc2)Cc2ccco2)c1C
    16µM*	-21%	.
> CC1=C(C(=O)Nc2ccccc2C)C(c2ccccn2)n2nc(SCc3ccccc3F)nc2N1 (stereo unspecified)
    6.5µM*	0%	.
> CCN(CC)S(=O)(=O)c1nnc(NC(=O)c2ccco2)s1
    3%	-4%	-3%
> CCC(C(=O)Nc1cccnc1)n1c(=O)[nH]c2ccccc2c1=O (stereo unspecified)
    13%	-4%	27%
> CNC(=O)NC(=O)CSc1nnc(-c2ccco2)n1-c1ccccc1
    -15%	-3%	-6%
> CC(=O)Nc1ccc(NC(=O)Nc2cccc3ccccc23)cc1
    -10%	-10%	-11%
> Cc1cccc(OCCC(=O)N(C)CC(=O)Nc2cccc3ccccc23)c1
    -21%	-18%	18%
> c1ccc2c(c1)nnn2Cc1nnc2sc(-c3ccncc3)nn12
    ?	0%	2%
> COc1cccc(CNC(=O)CCCN2C(=O)CCn3nc(-c4cccn4C)cc32)c1
    -28%	4%	.
> CCOC(=O)CC(NC(=O)N1CCC(CN2CCC(C)CC2)CC1)c1ccccc1 (stereo unspecified)
    5%	6%	.
> O=C(N/C(=C\c1ccc(Cl)cc1)C(=O)N1CCOCC1)c1ccco1
    -16%	19%	-1%
> CC1CCCCN1S(=O)(=O)c1ccc(NC(=O)CSc2nnnn2C)cc1 (stereo unspecified)
    -8%	-3%	-8%
> COc1ccc2c(c1)c1c(c(=O)n(-c3cccc(C)c3)c(=O)n1CC(=O)N1CCCC1)n2C
    ?	-8%	.
> CCCCOc1ccc(Nc2nc(C)cc(C)c2C#N)cc1
    -14%	-7%	13%
> Cc1cccc(C)c1NC(=S)NCCc1ccc(O)c(O)c1
    16µM*	-4%	6%
> Cn1cnnc1SCC(=O)Nc1cccc(C(=O)O)c1
    4%	3%	0%
> O=C(OCC(=O)N1CCC(Cc2ccccc2)CC1)c1cc(Cl)ccc1O
    -2%	-5%	-3%
> CCOc1cc(S(=O)(=O)n2ccnc2)ccc1Br
    8%	-3%	0%
> CCOc1ccc(/C=N/NC(=O)c2ccc(CSc3nc4ccccc4[nH]3)cc2)cc1
    23µM*	-5%	-9%
> O=C(NCCN1CCNCC1)c1ccccn1
    -39%	-7%	-9%
> Cc1ccc(C)c(N2C(=O)CC(Cc3ccc(Br)cc3)C2=O)c1 (stereo unspecified)
    ?	-10%	-7%
> CCOc1ccccc1CN1CCNC(=O)C1CC(=O)NCCc1ccccn1 (stereo unspecified)
    -12%	2%	-8%
> OCCNc1nc(N2CCOCC2)nc(N2CCOCC2)n1
    27%	-2%	7%
> CCc1nc2ccc(Cc3ccc4nc(CC)[nH]c4c3)cc2[nH]1
    13µM*	-1%	-6%
> Cc1ccc(NS(=O)(=O)Cc2ccccc2)cc1Cl
    4%	-11%	?
> S=C(Nc1ccc(Cl)cc1Cl)N1CCCCC1
    2%	0%	0%
> COc1ccc(CSc2nc(N3CCOCC3)c3c(c2C#N)CC(C)(C)OC3)cc1
    -26%	-22%	11%
> NC/C=C/C(=O)O
    8%&1%&-2%	.	3%&6%&5%
> CCN(CC)CCOC(=O)c1cccc2c1-c1ccccc1C2O (stereo unspecified)
    25%	-18%	3%
> O=C1C=C(c2ccc(-c3ccccc3)cc2)C[C@@H](c2ccc3c(c2)OCO3)C1
    4%	18%	.
> O=Cc1cc([N+](=O)[O-])ccc1N1CCN(Cc2ccc3c(c2)OCO3)CC1
    -5%	4%	-6%
> CCCNC(=O)COc1coc(CN2CCN(c3ccccc3OC)CC2)cc1=O
    3%	-15%	-10%
> S=c1[nH]nc(CSc2nc3ccccc3s2)o1
    -11%	-6%	3%
> CC(=O)c1ccccc1N(C(=O)c1ccco1)C(C(=O)NC1CCCC1)c1ccc(C)cc1 (stereo unspecified)
    -10%	1%	1%
> CC(C)(O)CC[C@@H](O)[C@](C)(O)C1CC[C@@]2(O)C3=CC(=O)[C@@H]4C[C@@H](O)[C@@H](O)C[C@]4(C)C3CC[C@]12C (stereo partly specified)
    11%	-7%	.
> Cc1ccc(C(=O)NNC(=O)c2cc3ccccc3cc2O)cc1
    ?	3%	1%
> Oc1oc(-c2ccccc2Br)nc1/C=N/c1ccccn1
    ?	-10%	-6%
> CC(C)n1nc(C(=O)Nc2nnc(C3CC3)s2)c2ccccc2c1=O
    -28%	-11%	3%
> CCOC(=O)C1=CN(Cc2ccco2)S(=O)(=O)N(C)C1c1ccc2ccccc2c1 (stereo unspecified)
    21µM*	9%	.
> COc1ccc(NC(=O)CN2CCN(CC(=O)Nc3ccc(F)cc3F)CC2)cc1
    -3%	12%	-6%
> N#CC(c1ccc(Cl)nn1)c1ccccc1Cl (stereo unspecified)
    0%	-9%	-6%
> CCOCCCNC(=O)c1cc2c(=O)n3ccccc3nc2s1
    -8%&-12%	18%&4%	?

# 2 of the compounds above, field by field.
> CC(=O)c1ccccc1N(C(=O)c1ccco1)C(C(=O)NC1CCCC1)c1ccc(C)cc1 (stereo unspecified)
  TDP1 cell CPT = -10%	FEN1 inh = 1%	N370S GC = 1%

> CC(C)(O)CC[C@@H](O)[C@](C)(O)C1CC[C@@]2(O)C3=CC(=O)[C@@H]4C[C@@H](O)[C@@H](O)C[C@]4(C)C3CC[C@]12C (stereo partly specified)
  TDP1 cell CPT = 11%	FEN1 inh = -7%	N370S GC = .

# Entries of single compounds from above. Values in the order: TDP1 cell CPT | FEN1 inh | N370S GC
# `Cc1ccc(C(=O)NNC(=O)c2cc3ccccc3cc2O)cc1` as listed: ? | 3% | 1%
# `CC(C)n1nc(C(=O)Nc2nnc(C3CC3)s2)c2ccccc2c1=O` as listed: -28% | -11% | 3%
# `Cc1cccc(C)c1NC(=S)NCCc1ccc(O)c(O)c1` as listed: 16µM* | -4% | 6%
# `O=Cc1cc([N+](=O)[O-])ccc1N1CCN(Cc2ccc3c(c2)OCO3)CC1` as listed: -5% | 4% | -6%

# Additional structures follow.
# Values run as follows: TDP1 cell CPT	FEN1 inh	N370S GC
> CC(OC(=O)c1ccccc1C(=O)N(C)c1ccccc1)C(=O)Nc1ccc(C(N)=O)cc1 (stereo unspecified)
    1%	-8%	-21%
> CC(C)c1ccc(NC(=O)NC(C)c2ccc3c(c2)OCO3)cc1 (stereo unspecified)
    -39%	-8%	23%
> O=C(NCc1ccco1)C(c1cccs1)N(C(=O)Cc1cccs1)c1ccccc1 (stereo unspecified)
    ?	-1%	19%
> CCCC(=O)Nc1ccc(C(=O)Nc2nnc(COCC)s2)cc1
    -5%	-5%	-5%
> CC(=O)Nc1nc2ccccc2n1CCOc1ccccc1
    ?	2%	6%
> Cc1ccnc(NS(=O)(=O)c2ccc(NC(=O)c3c(-c4ccccc4Cl)noc3C)cc2)n1
    -8%	-15%	5%
> CC(C)c1nc(SCC(=O)Nc2ccc(N3CCOCC3)cc2)c2ccccc2n1
    15µM*	-3%	-8%
> O=C(NCC(c1ccco1)N1CCN(c2ccccc2F)CC1)c1ccco1 (stereo unspecified)
    -23%	-8%	-4%
> O=C(c1ccc(F)cc1)N1CCN(c2ccc(N3CCOCC3)nn2)CC1
    -1%	-3%	-3%
> Cc1cc(Cl)ccc1OCC(=O)NCc1ccncc1
    ?	-14%	8%
> O=C(NCC(c1ccco1)N1CCCCC1)c1ccc(NS(=O)(=O)c2ccc(F)cc2)cc1 (stereo unspecified)
    -20%	7%	?
> O=S(OCCN1CCOCC1)C(c1ccccc1)c1ccccc1 (stereo unspecified)
    ?	-4%	.
> CCOCc1nnc(NC(=O)c2cc(OC)c(OC)c(OC)c2)s1
    -5%	-3%	0%
> CCOC(=O)CSc1nc(C)[nH]c1[N+](=O)[O-]
    -5%	20%	10%
> Cc1ccccc1C(=O)Oc1cc(-c2ccc3c(c2)OCO3)cc(=O)c2c(C)oc(C)c12
    ?	-17%	.
> Cc1cccc(-c2cc3nc4c(c(N5CCC6(CC5)OCCO6)n3n2)CCCC4)c1
    -30%	-3%	.
> O=S(=O)(c1ccc(Br)cc1)c1nc(-c2ccco2)oc1SCc1ccccc1Cl
    16µM*	0%	.
> CN(C)CCCN1C(=O)c2cc3ccccc3cc2C1=O
    -1%	1%	2%
> COc1ccc(NC(=O)N2CCCC2C(=O)NC23CC4CC(CC(C4)C2)C3)cc1 (stereo unspecified)
    2%	0%	-8%
> CC(=O)c1c(O)cc(C(C)C)n(-c2ccccc2)c1=O
    -4%	0%	2%
> NCc1nc(-c2ccc(Cl)cc2)no1
    ?	-12%	2%
> CC(=O)N1c2c(cc(Br)cc2S(=O)(=O)N2CCN(c3ccccc3F)CC2)CC1C (stereo unspecified)
    -25%	-7%	-7%
> Cc1cc(C)n2c(SCc3ccc(Br)cc3)nnc2n1
    -20%	8%	6%
> O=S(=O)(NCC1CCN(c2ccc(S(=O)(=O)N3CCOCC3)cc2)CC1)c1ccc(F)cc1
    23µM*	-2%	-11%
> CCn1c(=N)n(CC(=O)c2ccc(OC)c(OC)c2)c2ccccc21
    ?	13%	-3%
> COCCC(=O)NC12CC3CC(CC(C3)C1)C2
    0%	-2%	-13%
> CC(C)NS(=O)(=O)c1ccc(NC(=O)C(C)OC(=O)C2CCC2)cc1 (stereo unspecified)
    -2%	23%	.
> CC1CCN(C(=O)c2cc(S(=O)(=O)N3CCCCC3)c[nH]2)CC1
    -29%	20%	0%
> CCc1ccc(CNC(=O)Cc2ccc(NC(=O)N3CCSc4ncccc43)cc2)cc1
    26µM*	-4%	.
> Cc1nnc(SCC(=O)Nc2ccc(F)cc2F)n(N)c1=O
    0%	6%	-11%
> COc1cc(OC)cc(C(=O)N(Cc2ccco2)Cc2cccs2)c1
    ?	-19%	.
> COc1ccc2c(c1)c(C(=O)CN(C)C)c(C)n2C
    0%	-27%	.
> CCCc1c(C(=O)N/N=C/c2ccncc2)nnn1-c1nonc1N
    5%	-10%	-5%
> COc1cc(NC(=O)C2CCN(c3cnccn3)CC2)cc(OC)c1OC
    -17%	-6%	6%
> Cc1ccc(NC(=S)NCC(C)CSc2ccc(Cl)cc2)cc1 (stereo unspecified)
    -4%	-18%	10%
> CC12CCC(C(=O)Nc3ccccc3Br)(C/C1=N\O)C2(C)C (stereo unspecified)
    -28%	-11%	18%
> Cc1ccc(Nc2ncnc(N)n2)cc1
    9%	-12%	9%
> O=C(COc1ccc2c3c(c(=O)oc2c1)CCCC3)NCc1cccnc1
    -2%	-1%	-5%
> CC(=O)Nc1ccc(S(=O)(=O)Nc2cc(S(=O)(=O)N3CCCCC3)ccc2O)cc1
    10%	-1%	-9%
> C=Cc1cc2c(cc1O)CCC1C2CCC2(C)C(O)CCC12 (stereo unspecified)
    ?	-13%	.
> CN(C)C(CNC(=O)c1cccc(S(=O)(=O)N2CCN(c3ccccc3)CC2)c1)c1ccccc1 (stereo unspecified)
    ?	-17%	.
> CCOc1ccc2oc(C(=O)OCC(=O)NC3CCCC3)c(C)c2c1
    ?	2%	.
> COc1cc(-c2nnc(NC(=O)CCS(=O)(=O)c3ccc(F)cc3)o2)cc(OC)c1OC
    ?	0%	-14%
